Bioassay records as filed in PubChem.
FBW7 act = human FBW7 E3 ligase activation, primary screen | Q969H0 | AlphaScreen FBW7–phospho-cyclin E peptide binding, activator screen | normalized activity (activation), % at 26.1 µM | 650,000 compounds, 0.13% hits | AID 1259310; in the data active = normalized activity above about 1.9%;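 note: purified mutant Fbw7 with reduced substrate affinity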
Target sequence (Q969H0 whole entry, looked up): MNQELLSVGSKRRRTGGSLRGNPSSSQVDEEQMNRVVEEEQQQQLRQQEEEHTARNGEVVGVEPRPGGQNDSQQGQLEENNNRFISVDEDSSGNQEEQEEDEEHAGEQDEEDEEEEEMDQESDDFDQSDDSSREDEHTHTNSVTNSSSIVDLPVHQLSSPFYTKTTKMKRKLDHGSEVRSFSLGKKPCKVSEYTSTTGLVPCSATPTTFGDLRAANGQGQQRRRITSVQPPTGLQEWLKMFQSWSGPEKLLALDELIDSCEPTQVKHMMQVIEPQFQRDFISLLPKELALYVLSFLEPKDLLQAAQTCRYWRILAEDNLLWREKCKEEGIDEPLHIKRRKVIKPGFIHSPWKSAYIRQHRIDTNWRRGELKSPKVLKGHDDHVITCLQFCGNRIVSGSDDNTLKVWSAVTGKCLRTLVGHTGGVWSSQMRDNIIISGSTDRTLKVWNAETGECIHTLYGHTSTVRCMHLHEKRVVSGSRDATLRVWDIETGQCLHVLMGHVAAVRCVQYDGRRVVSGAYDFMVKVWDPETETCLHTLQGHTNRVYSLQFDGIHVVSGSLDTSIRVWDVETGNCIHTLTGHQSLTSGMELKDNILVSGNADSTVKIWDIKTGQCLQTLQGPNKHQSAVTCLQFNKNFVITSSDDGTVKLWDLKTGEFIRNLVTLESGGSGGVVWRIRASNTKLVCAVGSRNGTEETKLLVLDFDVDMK
TEAD-YAP inh = TEAD-YAP interaction inhibition. HEK-TIYL cells, TEAD-Gal4/YAP UAS-luciferase luminescence. inhibition, % at 9.12 µM. 640,000 compounds, 1.4% hits. AID 1259422; in the data active = inhibition above about 32%;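 note: 0% = median of test compound wells and 100% = reference inhibitor wells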
MITF primary = blocks human microphthalmia-associated transcription factor; 650,000 compounds, 0.91% hits; AlphaScreen MITF homodimerization, bead proximity signal; inhibition, % at 2.6 µM; O75030; in the data active = inhibition above about 50%;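 note: 0% = vehicle wells with protein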
GPR151 activ = activators of human GPR151; PathHunter beta-arrestin GPR151 cells, luminescence; activation, % at 11.2 µM; 650,000 compounds, 1% hits; AID 1508602; in the data active = activation above about 4.9%;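 note: 0% = median of compound wells and 100% = cells with positive control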
Starred values were filed as active, the others as inactive.

SMILES	FBW7 act	TEAD-YAP inh	MITF primary	GPR151 activ
O=C(CSc1nnc(Nc2ccccc2F)s1)NC1CC1	0.0	-8.7	11.1	2.1
CC1(C)C(c2ccc(F)cc2)=[N+]([O-])C2(CCCCC2=O)N1O (stereo not drawn)	0.5	-6.8	7.8	1.9
COc1ccc2c(c1)NC1(CCN(C(=O)c3ccc4c(c3)OCCO4)CC1)c1cccn1-2	-0.2	2.8	9.0	0.1
Cc1ccc(C2Nc3ccccc3NC3=C2C(=O)CCC3)cc1 (stereo not drawn)	0.1	-5.4	12.5	0.7
N#CC1=C(N)OC2=C(C(=O)CC(c3ccco3)C2)C1c1ccc(F)c(F)c1 (stereo not drawn)	0.0	22.0	-0.6	-0.4
CCOC(=O)c1c(NC(=O)OC)sc(C(=O)N(CC)CC)c1C	0.1	7.7	9.2	-1.1
COCCNC(=O)c1ccc(-c2ccco2)nc1NCc1cccnc1	0.1	9.8	2.4	1.3
CCOc1ccc(NC(=O)CSc2nnns2)cc1	0.4	2.8	13.4	-0.4
Cn1c(CC(=O)NNC(=O)CNC(=O)c2ccco2)nc2ccccc21	-0.3	-4.0	16.0	0.5
Cc1ccc(NC(=S)N(CCCN2CCCC2)Cc2ccco2)cc1	-0.1	-0.6	-2.1	-1.1
CC(C)=CCN1CCN(Cc2nc(-c3ccccc3)cs2)CC1CCO (stereo not drawn)	0.3	6.7	1.5	4.4
N#Cc1ccccc1NC(=O)COC(=O)CCOc1ccccc1	-0.1	5.8	5.5	3.1
CC(=O)c1cccc(NC(=O)c2cccc(C(F)(F)F)c2)c1	0.0	-18.2	9.9	0.6
C/C(=N\O)C(C)(C)Nc1ccc(Cl)cc1	0.0	12.5	2.6	0.6
CCOC(=O)c1ccc(NC(=O)C(C)NS(=O)(=O)c2ccc(OC)cc2)cc1 (stereo not drawn)	0.0	0.0	12.6	0.0
Cc1nc(NCCNC(=O)c2cccs2)c2c3c(sc2n1)CCCC3	0.2	-10.1	12.4	0.4
COc1cc(/C=N/NC(=O)Cc2nnc(N)s2)cc(OC)c1OC	-0.4	8.2	8.0	-0.5
CN(C(=O)c1ccc(S(=O)(=O)N(C)C)cc1)C1CCS(=O)(=O)C1 (stereo not drawn)	0.0	-2.5	-0.2	2.5
CCc1ccc(/C=N/NC(=O)Cc2n[nH]c(=O)[nH]c2=O)cc1	0.3	4.3	18.4	0.8
CCOC(=O)c1sc(NC(=O)CSc2nnc(CNC(=O)c3ccco3)n2-c2ccccc2OC)c(C(=O)OCC)c1C	-0.1	5.3	-2.0	8.7*
O=C1C2C3C=CC(O3)C2C(=O)N1c1ccc(Cl)cc1Cl (stereo not drawn)	0.0	-7.8	2.3	-0.5
Cc1c(C(=O)Nc2ccc(Oc3ccccc3)cc2)sc2ncn(Cc3cccc(F)c3)c(=O)c12	0.0	2.7	21.6	-0.1
COc1cccc(/C=c2\sc3nc(-c4ccccc4OC(C)=O)nn3c2=O)c1	0.3	2.9	14.0	-0.6
CCC(C(=O)Nc1c2c(nn1-c1cccc(Cl)c1)CS(=O)(=O)C2)c1ccccc1 (stereo not drawn)	0.1	4.7	4.6	1.4

Structures above that contain an aryl methoxy group, in the order listed:
SMILES	FBW7 act	TEAD-YAP inh	MITF primary	GPR151 activ
COc1ccc2c(c1)NC1(CCN(C(=O)c3ccc4c(c3)OCCO4)CC1)c1cccn1-2	-0.2	2.8	9.0	0.1
CCOC(=O)c1ccc(NC(=O)C(C)NS(=O)(=O)c2ccc(OC)cc2)cc1 (stereo not drawn)	0.0	0.0	12.6	0.0
COc1cc(/C=N/NC(=O)Cc2nnc(N)s2)cc(OC)c1OC	-0.4	8.2	8.0	-0.5
CCOC(=O)c1sc(NC(=O)CSc2nnc(CNC(=O)c3ccco3)n2-c2ccccc2OC)c(C(=O)OCC)c1C	-0.1	5.3	-2.0	8.7*
COc1cccc(/C=c2\sc3nc(-c4ccccc4OC(C)=O)nn3c2=O)c1	0.3	2.9	14.0	-0.6

(next part)
SMILES	FBW7 act	TEAD-YAP inh	MITF primary	GPR151 activ
O=c1oc2ccccc2nc1/C=C(\O)c1ccc(-c2ccccc2)cc1	-0.2	-19.9	-5.9	0.3
C/C(=N\Nc1ccc(Cl)c(C(=O)O)c1)c1cccs1	0.1	-20.3	5.2	0.4
COc1nc(N/N=C\c2ccc3c(c2)OCO3)nc(N2CCOCC2)n1	-0.1	-13.9	-7.4	0.4
COc1ccc(OC)c(CNc2sc3c(c2C(=O)Nc2ccccc2OC)CCC3)c1	-0.1	-0.5	5.3	-0.2
O=C(CN1C(=O)CCC1=O)Nc1cccc(NC(=O)CN2C(=O)CCC2=O)c1	-0.1	4.3	-0.9	-2.1
CC1(C)C[C@H]1C(=O)N/C(=C\CCCCSC[C@@H](N)C(=O)O)C(=O)O	0.0	-4.3	5.1	2.9
Cn1nccc1Nc1nc(NCc2cccc(C(F)(F)F)c2)c2ncn(C3CCCCC3)c2n1	0.1	4.1	8.2	1.1
COc1ccccc1N(CC(=O)Nc1ccccc1C)S(=O)(=O)/C=C/c1ccccc1	-0.1	0.2	-5.3	0.1
O=S(=O)(NCCSc1ccc(Cl)cc1)c1ccccc1	0.2	5.9	13.0	0.6
COc1ccc(-c2cn3c4ccccc4n(C)c3n2)cc1	0.2	-34.6	1.9	2.6
O=C(NCCc1ccccc1)c1ccc(CNc2c(NC3CCCCC3)c(=O)c2=O)cc1	0.3	-1.1	8.8	-0.2
C=CCN1C(=O)/C(=C/c2ccc(OC(C)C(=O)O)cc2)C(=O)NC1=S (stereo not drawn)	-0.1	2.4	3.5	1.5

Not a retest: an excerpt of the list.
SMILES	FBW7 act	TEAD-YAP inh	MITF primary	GPR151 activ
O=S(=O)(NCCSc1ccc(Cl)cc1)c1ccccc1	0.2	5.9	13.0	0.6
COc1ccc(-c2cn3c4ccccc4n(C)c3n2)cc1	0.2	-34.6	1.9	2.6
O=C(NCCc1ccccc1)c1ccc(CNc2c(NC3CCCCC3)c(=O)c2=O)cc1	0.3	-1.1	8.8	-0.2

Other entries:
SMILES	FBW7 act	TEAD-YAP inh	MITF primary	GPR151 activ
COc1cc(NC(=O)c2sc3nc(C)nc(N4CCN(c5ccccn5)CC4)c3c2C)cc(OC)c1OC	-0.3	14.6	18.8	0.6
COc1ccc(NC(=O)CC(C)(C)n2cccc2)cc1	-0.1	4.1	11.4	-2.3
Cc1cccc(NC(=O)C2CC(=O)N(Cc3ccccc3)C(=Nc3ccc(Cl)cc3)S2)c1 (stereo not drawn)	0.1	10.9	14.4	0.6
Cc1cc(C)nc(N2CCC(CNC(=O)CCn3ncc4ccccc43)CC2)n1	-0.1	-1.8	-1.7	0.8
CCOc1ccccc1C(=O)N(c1ccc(F)cc1)C1C=CS(=O)(=O)C1 (stereo not drawn)	0.0	11.2	15.1	-0.5
Cc1ccc(-n2c(SCc3ccc(Cl)cc3)nc3c(sc(=S)n3-c3cc(C)ccc3F)c2=O)cc1	0.0	-2.8	9.7	-0.1
Cc1cc(=O)c2ccccc2n1CC(=O)NCc1ccccc1	-0.1	16.9	2.2	-0.2
O=c1c2nccnc2[nH]c(=S)n1CCc1ccccc1	0.0	32.2*	-3.5	-0.2
CCOCCOC(=O)C1=C(C)NC(=O)NC1c1ccc(Br)cc1 (stereo not drawn)	-0.1	-2.5	2.9	-1.0
Cc1nc(CNS(=O)(=O)c2ccc(Br)cc2)cs1	0.0	2.0	-4.5	-0.4
C=CCc1ccccc1OCCN1CCCC1	-0.1	8.1	26.2	0.0
CSc1nnc2c3cc(C)ccc3n(C)c2n1	0.2	-16.0	13.6	1.0
CCc1nn2cc(C(=O)c3ccccc3O)cnc2c1-c1ccc(F)cc1	0.2	15.1	3.3	1.5
Oc1ccc(Cl)cc1-c1cc(C(F)(F)F)[nH]n1	0.1	27.1	9.5	2.0
COc1ccc(C(NC(=O)c2ccccc2)NC(=O)c2ccccc2)c(OC)c1	0.0	-1.4	-13.2	0.9
COc1ccc(Cl)cc1S(=O)(=O)NCC1CCN(Cc2cccs2)CC1	-0.3	-3.0	-8.4	0.6
O=C1c2cccnc2C(=O)N1Cc1ccc(S(=O)(=O)Nc2cccc(Cl)c2)cc1	-0.1	-2.0	-2.0	0.5
O=Cc1c(OCC2CO2)ccc2ccccc12 (stereo not drawn)	-0.1	-1.0	9.4	0.0
Cc1ccc(NC(=O)c2c([N+](=O)[O-])cnn2C)c(C)c1	0.1	3.3	10.2	-1.7
O=C1NN(c2ccc([N+](=O)[O-])cc2[N+](=O)[O-])C(=O)C2C1C1C=CC2C12CC2 (stereo not drawn)	-0.1	-7.3	-10.2	4.4
Cc1nc(-n2cnc3ccccc32)c2c3c(sc2n1)CCC3	-0.6	-6.0	-7.3	0.0
CC(Sc1nnc(-c2ccco2)o1)C(N)=O (stereo not drawn)	0.0	-0.9	3.1	1.3
Cc1sc2nc(SCC(=O)N3CCCC3)[nH]c(=O)c2c1C	0.1	0.1	-5.4	0.3
O=C1O[C@@H]2C[C@H]3C[C@@H]2[C@@H]1[C@H]3C(=O)N1CCN(c2ccccc2F)CC1	0.1	-7.6	-3.6	-0.3
O=C(CCC(=O)Nc1nc(-c2cc3cc(Cl)ccc3oc2=O)cs1)NCCCN1CCCC1	0.4	-57.1	-5.3	-7.0
Cc1cc(C)n(CC(O)CN(c2ccccc2)S(=O)(=O)c2ccccc2)n1 (stereo not drawn)	0.1	3.4	11.1	4.0
N#CCCN1C(=O)C(=O)c2ccccc21	-0.1	0.2	1.1	-1.4
O=C(O)/C(=C/c1ccc2c(c1)OCO2)NC(=O)c1ccccc1Cl	0.1	-7.3	9.2	0.4
CCc1c(C)sc(NC(=O)c2cccc([N+](=O)[O-])c2C)c1C(=O)OC	-0.2	-1.1	-0.9	1.2
CCC(C)c1ccc(S(=O)(=O)Nc2ccc(S(N)(=O)=O)cc2)cc1 (stereo not drawn)	0.1	1.3	6.0	0.2
CCC(OC(=O)C1=Cc2ccccc2OC1)C(=O)NCc1ccco1 (stereo not drawn)	0.2	-6.4	0.1	2.6
CCC(C)NC(=O)c1ccccc1N(Cc1ccccc1)S(C)(=O)=O (stereo not drawn)	0.4	-3.5	17.3	1.4
Cc1csc(NNS(=O)(=O)c2ccc3c(c2)OCCO3)n1	0.1	8.3	-0.6	-0.4
COc1cccc(C2(CC(=O)N(C)CC3COCCO3)CC(=O)N(C3CCCC3)C2=O)c1 (stereo not drawn)	-0.3	-6.3	-1.4	-0.7
CC(C)C(NC(=O)/C(=C\c1ccc(F)cc1)NC(=O)c1ccccc1)C(=O)O (stereo not drawn)	0.6	8.9	17.3	0.4
C/C(=N\Nc1ccccc1[N+](=O)[O-])N1C(=O)c2ccccc2C1=O	-0.4	-17.3	2.6	-0.6
COc1cc(C(=O)OCC(=O)Nc2ncc(Cl)cc2Cl)c([N+](=O)[O-])cc1OC	0.2	4.8	14.7	-1.7
CCCn1c(SCC(=O)NC(C)(C)C)nnc1C(C)C	0.2	-9.6	-10.7	-0.2
Cc1ccc(-c2n[nH]c(=S)n2/N=C/c2ccc(O)cc2O)cc1	0.0	-4.3	-20.0	1.4
COc1ccc(CNc2n[nH]c3nc(C)cc(C(F)(F)F)c23)c(OC)c1	-0.1	-9.3	3.5	-1.1
CCOC(=O)CCC(=O)Nc1cccc(Cl)c1C	0.2	0.9	5.8	0.0
O=C(/C=C/c1ccc2c(c1)OCCCO2)c1cc([N+](=O)[O-])ccc1O	-0.1	78.6*	14.9	-4.2
CCOc1ccc2c(c1)C(C)=CC(C)(C)N2C(=O)Nc1ccc(Cl)cc1	-0.1	-12.2	17.0	-1.4
CC(=O)SC(C[N+](=O)[O-])c1c[nH]c2ccccc12 (stereo not drawn)	-0.2	-5.6	8.4	-2.4
Cc1cc(-c2cnc(N3CCOCC3)nc2C2CCCN(C(=O)C3CCCC3)C2)on1 (stereo not drawn)	-0.1	5.1	3.6	-0.5
COc1cccc(C2(CC(=O)N(C)C(C)C)CC(=O)N(CCN(C)C)C2=O)c1 (stereo not drawn)	0.1	-3.9	0.1	1.4
NC(=O)CSc1nnnn1-c1ccc(F)cc1F	-0.1	1.9	3.8	0.2
COc1ccc(/C=N/Nc2ncnc(N)c2[N+](=O)[O-])cc1OC	-0.1	-22.1	26.0	-1.0
CC1CCN(CC(=O)Nc2ccc(Br)cc2)CC1	0.0	-24.6	-3.0	0.5
CC(=O)c1cccc(-c2nc3ncnc(NC4CC4)c3[nH]2)c1	0.0	-2.1	13.9	-1.1
CCc1ccc(NC(=O)CCn2cccc2)cc1	-0.1	-26.9	-5.6	0.2
CSc1cccc(CN2CCC(Oc3cccc(C(=O)N4CCCC4)c3)CC2)c1	0.0	9.5	4.7	-0.4
O=S(=O)(Nc1ccc(N2CCC(NCCc3ccccn3)CC2)cc1)c1ccccc1	0.1	-4.5	13.9	0.2
O=C(O)c1ccc(Br)c(N2C(=O)C3CC=CCC3C2=O)c1 (stereo not drawn)	0.0	-6.1	7.6	1.9
N#Cc1sc2nc3c(cc2c1N)CCCC3	1.0	-28.8	-5.5	0.3

This is a random part of the collection (roughly 3.4% active in at least one column).
